# High-throughput results from PubChem BioAssay.
# K1F lysis inhibition: inhibition of K1F phage lysis, E. coli UTI89, bacterial capsule biogenesis inhibitors, alamar blue (AID 488966); E. coli UTI89 K1F phage lysis, alamar blue, 2 h; higher % means a stronger effect; inhibition, % at 100 µM, or IC50 in µM where a hit was titrated; 340,000 compounds, 0.02% hits;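 active means phage lysis inhibition, versus mean bacterial control, above a set limit; inconclusive means no clear call, values can overlap the other calls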;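 further: capsule biogenesis inhibitors block K1F phage lysis so surviving cells raise fluorescence; higher fluorescence means more inhibition of phage lysis; actives were called in the ten point dose series up to 300 µM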
# RSV CPE inhibition: RSV antiviral activity via CPE protection, HEp-2 cells, primary 10 µM value included (AID 2391); 310,000 compounds, 0.13% hits; CPE inhibition, % at 10 µM; hits with a dose series show IC50 in µM; HEp-2 cells, RSV-induced CPE inhibition; higher % means a stronger effect; in the data active means a potency from the dose series; inconclusive means CPE inhibition mostly from about 23% at the one dose, without a potency; inactive means the rest, 99 in 100 with CPE inhibition below about 21%; further: strong numbers were not always called active
# SV40 large T antigen: SV40 large T antigen inhibitors, biochemical (AID 1903); SV40 large T antigen ATPase/helicase inhibition assay; higher % means a stronger effect; 310,000 compounds, 0.39% hits; one-dose inhibition, % at 20 µM; IC50 in µM for titrated hits; in the data active means a potency from the dose series; inconclusive means inhibition mostly from about 32% at the one dose, without a potency; inactive means the rest, 99 in 100 with inhibition below about 32%; further: strong numbers were not always called active
# NTR1 ag: NTR1-driven beta-arrestin-GFP spot formation – imaging, U2OS cells, high content, primary screen (AID 493036). activation, % at 20 µM. agonist mode. 330,000 compounds, 0.17% hits. P30989;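 active means activation at or above 40% of the spot to cytoplasm intensity ratio, with at least 20 cells analyzed; inconclusive means wells under 20 cells, flagged as cytotoxic or low count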;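 further: 0% = DMSO without peptide and 100% = 100 nM NTR1 peptide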
# Target sequence (P30989 whole entry, looked up): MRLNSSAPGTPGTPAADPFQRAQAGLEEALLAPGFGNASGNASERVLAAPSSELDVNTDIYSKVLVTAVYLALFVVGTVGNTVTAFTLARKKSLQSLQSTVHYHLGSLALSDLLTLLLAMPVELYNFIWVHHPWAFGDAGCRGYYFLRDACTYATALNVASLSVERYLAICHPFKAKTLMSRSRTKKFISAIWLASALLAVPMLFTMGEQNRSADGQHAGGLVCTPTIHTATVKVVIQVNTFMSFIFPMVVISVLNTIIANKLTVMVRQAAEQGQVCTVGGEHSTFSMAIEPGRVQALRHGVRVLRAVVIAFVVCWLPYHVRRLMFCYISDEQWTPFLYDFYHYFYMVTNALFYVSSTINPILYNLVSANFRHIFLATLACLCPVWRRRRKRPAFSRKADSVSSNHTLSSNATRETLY
# Dengue-2 NS5 capping: Dengue-2 NS5 methyltransferase inhibitors, primary screen, biochemical, confirmation dose response (AID 588689). Dengue-2 NS5 methyltransferase capping enzyme assay, biochemical; higher % means a stronger effect. one-dose inhibition, % at 25 µM; IC50 in µM for titrated hits. 340,000 compounds, 0.3% hits; in the data active means a potency from the dose series; inconclusive means inhibition above about 29% without an active follow-up result
# West Nile virus CPE: West Nile virus antiviral activity, cell-based, CPE readout (AID 1621); West Nile virus-infected cells, CPE inhibition; higher % means a stronger effect; CPE inhibition, % at 10 µM; hits with a dose series show IC50 in µM; 290,000 compounds, 0.02% hits; in the data active means a potency from the dose series; inconclusive means CPE inhibition mostly from about 3.7% at the one dose, without a potency; inactive means the rest, 99 in 100 with CPE inhibition below about 2.2%; further: strong numbers were not always called active
# Rac1 GTP hydrolysis: MgcRacGAP GTPase-activating activity inhibitors, confirmation, biochemical, ADP Hunter fluorescence | one-dose inhibition, % at 30 µM; IC50 in µM for titrated hits | 340,000 compounds, 0.6% hits | MgcRacGAP-stimulated Rac1 GTP hydrolysis, ADP Hunter fluorescence; higher % means a stronger effect; GST-tagged Rac1 F28L mutant substrate;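 active means first-screen hits whose inhibition reached a set limit at any dose in the follow-up dose series; inconclusive means inhibition above the set first-screen limit but never retested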;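 further: fluorescence reports GDP produced by GAP-driven GTP hydrolysis; strong numbers were not always called active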
# AID2073: inhibitors of Mint1-CaV2.2 protein interaction, biochemical, HTRF (AID 2073); HTRF protein-protein interaction, Mint1-CaV2.2; higher % means a stronger effect; inhibition, % at 20 µM, or IC50 in µM where a hit was titrated; 290,000 compounds, 0.19% hits; in the data active means inhibition mostly above about 51%, no sharp cut-off; inconclusive means no clear call, values can overlap the other calls; inactive means mostly below about 53%; further: some results filed as inactive read as strong as hits
# Siah-1 displacement: blockers of Siah-1 interaction with plectin peptide – biochemical, fluorescence polarization, rhodamine-plectin, uHTS, primary screen (AID 1817) | 290,000 compounds, 0.02% hits | displacement, % at 20 µM, or IC50 in µM where a hit was titrated | Siah-1 / rhodamine-plectin peptide fluorescence polarization; higher % means a stronger effect;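 active means displacement of at least 50% at 20 µM, with a fluorescence ratio check between 0.3 and a set limit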;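 further: plate controls were Siah plus tracer with DMSO for no effect and tracer alone without Siah for full effect; strong numbers were not always called active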
# NTR1 ag cell count 20 µM: further read-out of NTR1 ag, marked with its call; cell count; measured here: cell count, cytotoxicity flag
# Dengue-2 NS5 capping pilot replicate: recorded beside Dengue-2 NS5 capping, whose call it bears; inhibition, %; measured here: pilot screen replicate inhibition
# * marks the source's active call; other numbers are inactive results; ? = inconclusive; . = no result given; [ ] = dose if it differs, or a comment. Rows were taken by chance, and some 1.6% of all compounds hit somewhere here.
SMILES,K1F lysis inhibition,RSV CPE inhibition,SV40 large T antigen,NTR1 ag,NTR1 ag cell count 20 µM,Dengue-2 NS5 capping,West Nile virus CPE,Rac1 GTP hydrolysis,AID2073,Siah-1 displacement,others
CN1C(=O)N(C)C2C1NC(=O)N2C (stereo unspecified),-0.2%,0.2%,1%,0.7,54,-5%,0.1%,7%,-1%,0%,
C/C(=N\NC(=O)Cc1ccc([N+](=O)[O-])cc1)c1cccnc1,0.1%,1.0%,14%,0.1,67,3%,-0.2%,5%,5%,-1%,
COc1ccccc1N(CC(=O)N1CCN(c2ccc(F)cc2)CC1)S(=O)(=O)c1ccc(C)cc1,-0.3%,0.8%,24%,4.6,46,-1%,-0.4%,6%,-7%,0%,
CC(C)(C)N(Cc1ccccc1)C(=O)COC(=O)CCN1C(=O)C2CC=CCC2C1=O (stereo unspecified),1.2%[50 µM],.,.,-0.6,61,-5%,.,12%,.,.,
CCSc1nnc(NC(=O)c2cc(-c3ccc(C)c(C)c3O)n[nH]2)s1,0.1%,.,-2%,.,.,-13%,0.2%,12%,1%,-5%,
O=C(OCCCN=C1NS(=O)(=O)c2ccccc21)c1cccs1,0.8%,2.5%,3%,-0.7,29,1%,-0.7%,0%,24%,4%,
O=C(CCCCCBr)N1CCC(CC2CC(c3ccc(Cl)cc3)=NO2)(C(=O)NCC2CCCCC2)CC1 (stereo unspecified),1.4%,0.7%,20%,2.8,79,-3%,-1.0%,4%,-8%,-2%,
COc1cccc(C2=CC(=O)C[C@H](c3ccc(F)cc3)C2)c1,0.4%,1.5%,.,3.2,64,-9%,.,12%,.,.,
CCCNC(=O)C(Cc1ccccc1F)NC(=O)c1ccccn1 (stereo unspecified),-0.5%,1.1%,.,1.9,40,-6%,.,3%,.,.,
CCOC(=O)Cc1cc(OC)c(OC)cc1Cc1cc(OC)c(OC)cc1CC(=O)OCC,-2.0%,0.6%,-3%,-0.3,56,-5%,-0.1%,-3%,2%,1%,
Cn1c(-c2cccc3ccccc23)n[nH]c1=S,0.1%,7.6%,10%,-1.5,70,5%,-0.3%,9%,-11%,1%,
CN(C)CC1CCCCC1OC(=O)c1ccc(S(=O)(=O)N(C)c2ccccc2)cc1 (stereo unspecified),0.7%,0.7%,6%,0.3,60,-6%,0.1%,7%,3%,8%,
CC(C)OCCCNC(=O)C(C)Oc1ccccc1 (stereo unspecified),4.3%,0.1%,-1%,-1.2,83,-3%,-0.6%,9%,0%,0%,
CCN(CCCNC(=O)CCCOc1cc(=O)n(C)c2ccccc12)Cc1ccccc1,0.2%,-1.1%,-1%,-0.7,71,-9%,-1.4%,11%,9%,-1%,
O=C(c1ccc2nc(Cc3cccc(Cl)c3)oc2c1)N1CCC(CO)CC1,-0.1%,4.3%,7%,-0.9,66,-6%,-1.2%,7%,12%,-1%,
O=C(NC(=S)Nc1cccc2cc(O)ccc12)c1ccco1,0.9%,0.5%,33%,1.0,61,-6%,0.1%,24%,-19%,-6%,
COc1ccc(-c2csc(NC(=O)CSc3nc(C)cs3)n2)cc1,-0.1%,3.5%,14%,14,80,-7%,0.0%,-2%,.,.,
Clc1ccc(COc2ccccn2)c(Cl)c1,0.1%,-0.2%,24%,-1.0,68,-6%,-0.2%,9%,5%,13%,
O=C(c1ccc(N2CCN(C3CC(=O)N(c4ccc(F)cc4)C3=O)CC2)cc1)c1cccnc1 (stereo unspecified),.,-0.3%,31%,-2.0,43,.,0.4%,.,6%,-1%,
Cc1cc2ccccc2c(=O)n1CC(=O)NCC(=O)N1CCN(c2ccccc2)CC1,0.0%,0.9%,2%,2.1,73,-3%,-0.7%,4%,5%,0%,Dengue-2 NS5 capping pilot replicate=-0.6
Cc1ccc(C(=O)NCC(=O)OCC(=O)N2CCCc3ccccc32)cc1,2.6%,2.4%,-6%,-0.9,39,8%,0.3%,-3%,-7%,2%,
Cc1cccc(N2N=C(C(=O)N3CC(=O)Nc4ccccc43)CCC2=O)c1,0.1%,0.0%,3%,0.5,35,-12%,0.1%,9%,15%,0%,
Nc1nc2ccccc2n1C(=O)c1ccc(F)cc1,0.3%,0.5%,.,-0.9,83,0%,-1.1%,12%,3%,7%,
O=C(NC1CCCCC1)c1ccc(N2CCCC2=O)cc1,-2.3%,2.1%,1%,-5.8,57,-4%,0.3%,5%,-1%,2%,
CCN(CC)c1ccc(NC(=O)Nc2cccc(C(C)=O)c2)cc1,0.1%,16%,?,0.7,67,5%,-0.1%,?,-38%,2%,Dengue-2 NS5 capping pilot replicate=-9.4
CCOc1ccc(NC(=O)c2cc3ccccc3cc2OC)cc1,-2.0%,1.0%,3%,6.7,74,-10%,-0.5%,-9%,11%,-3%,
CCc1nnc(NC(=O)CSc2nnc(-c3cc4ccccc4cc3O)n2CCOC)s1,-0.1%,1.4%,33%,1.5,77,-2%,0.2%,9%,2%,2%,
Cc1cccc2sc(NC(=O)C3CCCN(S(=O)(=O)c4cccc5nonc45)C3)nc12 (stereo unspecified),3.6%[50 µM],3.5%,-8%,4.0,58,?,-0.1%,2%,18%,-4%,
COc1ccc(NC2=Nc3ccccc3N3C2=Nc2c(c(C)nn2-c2ccc(C)cc2)C3c2cccnc2)cc1 (stereo unspecified),2.4%,24%,12%,1.2,55,4%,?,-2%,23%,-3%,
CCOc1ccc(S(=O)(=O)NCCC(=O)OCN2C(=O)c3ccccc3C2=O)cc1,0.3%,0.8%,-4%,2.0,71,-7%,-0.3%,6%,-4%,-3%,
COC(=O)c1cc(NCc2c(F)cccc2Cl)ccc1N1CCOCC1,7.2%,5.0%,.,0.4,47,-11%,0.2%,23%,-35%,1%,
CC(=O)N1c2c(cc(Br)cc2S(=O)(=O)N2CCN(C(=O)c3ccco3)CC2)CC1C (stereo unspecified),-0.3%,1.8%,-2%,-1.0,66,-11%,-0.7%,8%,8%,8%,
Cc1nc(NC(=O)C2CCCC2)sc1Cc1ccc2c(c1)OCO2,-0.1%,2.4%,21%,1.3,89,9%,-1.0%,-5%,4%,7%,
Cc1cc2nc(C)n(CCCNC(=O)Nc3cccc4ccccc34)c2cc1C,0.2%,0.5%,-1%,1.3,86,-9%,-0.6%,9%,4%,0%,
CCOc1ccc2c(c1)c(N=Nc1cccc(C(=O)O)c1)c(O)n2C,4.6%,7.7%,13%,-0.7,41,2%,0.4%,9%,5%,-7%,
Nc1ccccc1C(=O)N1CCC(O)(c2ccc(Cl)cc2)CC1,0.2%,0.0%,3%,-0.7,65,3%,-0.2%,10%,-8%,0%,
O=C(Nc1ccc2c(c1)OCCO2)C1CCCN(c2ncccn2)C1 (stereo unspecified),0.0%,3.4%,7%,-0.7,81,-3%,?,5%,-2%,-2%,
COCC(C)N1CCC(n2nccc2NC(=O)c2ccccc2Cl)CC1 (stereo unspecified),0.1%,0.0%,-1%,-0.4,55,-3%,-0.4%,7%,2%,-2%,
CC(C)(C)C(C(=O)O)N1CCS(=O)(=O)CC1 (stereo unspecified),0.6%,3.2%,9%,-0.4,52,1%,0.7%,1%,-3%,-1%,
O=C(N/C=C/c1ccccc1)Nc1ccc(Cl)cc1,0.3%,48%,12%,1.5,50,2%,0.4%,10%,-12%,-4%,
O=C(CN1CCN(Cc2ccccc2)CC1)N/N=C/C=C/c1ccco1,2.6%,0.4%,8%,-1.2,37,-1%,.,-2%,58%,43%,
COc1ccc(NC(=O)Cn2c3ccccc3c3nc4n(c(=O)c32)CCS4)cc1,0.0%,0.9%,4%,-2.3,68,0%,0.6%,8%,17%,7%,
CC(C)(Oc1ccc(-c2ccco2)cc1)C(=O)O,.,0.1%,8%,0.0,67,.,0.7%,.,24%,-4%,
CCc1ccc(S(=O)(=O)NCCc2cn3ccccc3n2)s1,-0.1%,-1.1%,11%,2.0,40,-1%,0.0%,6%,-4%,3%,
COc1ccc(CCNc2c([N+](=O)[O-])ncn2C)cc1OC,-1.5%,0.3%,8%,0.7,57,-2%,0.5%,-1%,0%,1%,
O=C(CN1CCN(C(=O)C2CCCO2)CC1)Nc1cc(Cl)ccc1Cl (stereo unspecified),-0.1%,1.9%,27%,-0.1,58,-5%,-0.4%,0%,3%,-7%,
Cc1cc(NNC(=O)Nc2cccc(Cl)c2)nc2c1c(C)nn2C,.,2.4%,12%,3.8,68,.,-0.6%,.,-59%,-1%,
COC(=O)[C@]1(CC(C)C)N[C@H](c2ccc(SC3CCCCC3)c(OC)c2)[C@@H]2C(=O)N(C)C(=O)[C@@H]21,0.6%,-1.2%,5%,6.8,72,-4%,.,3%,.,.,
N#CCCN1CCN(S(=O)(=O)c2ccc(C#N)cc2)CC1,0.0%[50 µM],1.6%,0%,-1.4,72,-9%,0.0%,-4%,13%,0%,
NS(=O)(=O)c1ccc(NC(=O)COC(=O)Cc2ccc(Cl)cc2)cc1,0.0%,2.7%,7%,1.7,54,-3%,0.5%,2%,-3%,-1%,
CCc1cccc(CC)c1NC(=O)CSc1nnc(C2CC2)n1C,-0.6%,1.1%,13%,3.6,38,1%,0.0%,6%,6%,1%,
O=c1[nH]c(NCCO)nc2c1C1(CCCC1)Cc1ccccc1-2,-0.7%,12%,7%,9.4,70,-2%,-0.1%,5%,17%,-2%,
COc1ccc(CN(C(=O)CN2C(=O)NC3(CCC(C)CC3)C2=O)C(C)Cc2cccs2)cc1 (stereo unspecified),0.5%[50 µM],0.4%,.,-0.4,88,-6%,.,6%,.,.,
COCCNC(=O)CN(Cc1ccccc1)C(=O)CCC(=O)Nc1nccs1,0.4%,1.3%,8%,-3.1,36,-4%,0.4%,4%,11%,5%,
CC(C)NC(=S)N1CCN(S(C)(=O)=O)CC1,6.2%,1.5%,3%,-0.6,59,0%,-0.2%,6%,-14%,5%,

# 3 successive records out of the list so far, quoted:
SMILES,K1F lysis inhibition,RSV CPE inhibition,SV40 large T antigen,NTR1 ag,NTR1 ag cell count 20 µM,Dengue-2 NS5 capping,West Nile virus CPE,Rac1 GTP hydrolysis,AID2073,Siah-1 displacement,others
CN1C(=O)N(C)C2C1NC(=O)N2C (stereo unspecified),-0.2%,0.2%,1%,0.7,54,-5%,0.1%,7%,-1%,0%,
C/C(=N\NC(=O)Cc1ccc([N+](=O)[O-])cc1)c1cccnc1,0.1%,1.0%,14%,0.1,67,3%,-0.2%,5%,5%,-1%,
COc1ccccc1N(CC(=O)N1CCN(c2ccc(F)cc2)CC1)S(=O)(=O)c1ccc(C)cc1,-0.3%,0.8%,24%,4.6,46,-1%,-0.4%,6%,-7%,0%,
